Source: PubChem BioAssay
HDAC3 inh = blocks human histone deacetylase 3. O15379. recombinant HDAC3, fluorogenic peptide/trypsin coupled, fluorescence. inhibition, % at 8.3 µM. 320,000 compounds, 0.15% hits. AID 2718; in the data active = inhibition above about 26%, passing the limit was not always enough; inconclusive = no clear call, values can overlap the other calls
Target sequence (O15379 whole entry, looked up): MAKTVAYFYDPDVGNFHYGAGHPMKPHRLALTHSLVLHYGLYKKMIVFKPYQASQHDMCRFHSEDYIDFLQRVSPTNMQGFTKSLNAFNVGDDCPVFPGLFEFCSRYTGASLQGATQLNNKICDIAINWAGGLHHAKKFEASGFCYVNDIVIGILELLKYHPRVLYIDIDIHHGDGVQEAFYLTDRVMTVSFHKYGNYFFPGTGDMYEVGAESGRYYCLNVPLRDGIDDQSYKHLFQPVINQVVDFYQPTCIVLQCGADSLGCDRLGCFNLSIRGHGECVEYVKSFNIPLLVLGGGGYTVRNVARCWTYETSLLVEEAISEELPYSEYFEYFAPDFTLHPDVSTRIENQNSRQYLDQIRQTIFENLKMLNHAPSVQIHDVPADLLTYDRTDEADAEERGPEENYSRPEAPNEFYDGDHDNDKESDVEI
RGS4 inh = human RGS4 inhibition; P49798; B-score at 10 µM; 310,000 compounds, 0.45% hits; HEK293 M3R/RGS4 inducible, Fluo-4 calcium flux; active compounds read high; triggered by carbachol at its EC20;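 active = B-score, a plate-corrected calcium signal, over three deviations above library mean, with baseline fluorescence within five deviations of library mean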;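 also: RGS4 expression induced by doxycycline in cells with stable M3 receptor; B-score is computed from the integrated fluorescence ratio over baseline after carbachol; higher B-score means a larger calcium signal and so more RGS4 inhibition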
Target sequence (P49798 whole entry, looked up): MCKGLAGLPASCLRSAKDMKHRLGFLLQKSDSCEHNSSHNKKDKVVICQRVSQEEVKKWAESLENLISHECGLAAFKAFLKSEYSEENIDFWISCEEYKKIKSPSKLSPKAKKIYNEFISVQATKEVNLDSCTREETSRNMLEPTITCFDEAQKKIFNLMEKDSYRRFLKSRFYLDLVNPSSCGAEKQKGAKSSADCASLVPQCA
MrgX1 agonist = activates human MrgX1 receptor signaling; Q96LB2; MrgX1-HEK293 cells, Fluo-4 calcium fluorescence, agonist mode; active compounds read high; B-score at 10 µM; 310,000 compounds, 0.44% hits; AID 588627;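 active = calcium response B-score plate-corrected fluorescence ratio at least 3 library SD, with starting fluorescence B-score inside 5 SD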
Target sequence (Q96LB2 whole entry, looked up): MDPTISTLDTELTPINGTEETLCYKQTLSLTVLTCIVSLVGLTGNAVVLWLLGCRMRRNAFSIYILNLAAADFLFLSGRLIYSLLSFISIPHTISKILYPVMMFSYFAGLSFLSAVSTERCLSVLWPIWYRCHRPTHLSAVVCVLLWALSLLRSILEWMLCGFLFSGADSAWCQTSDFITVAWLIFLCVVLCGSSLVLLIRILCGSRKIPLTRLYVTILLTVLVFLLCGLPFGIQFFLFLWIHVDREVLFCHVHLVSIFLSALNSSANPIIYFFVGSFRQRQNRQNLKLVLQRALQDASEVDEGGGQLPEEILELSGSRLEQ
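Material – MrgX1-expressing HEK293 cells · Input – 15,000 cells seeded per well · Dosing – compound as first of three additions · Times – overnight seeding, then 1 h dark dye loading · Measured by – kinetic Fluo-4 NW fluorescence of intracellular calcium · Read-out – B-scored fluorescence response ratio · Benchmarks – positive and negative control wells on each plate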
TMEM16A inh = inhibitors of mouse TMEM16A calcium-activated chloride channel; Q8BHY3; HEK293 TMEM16A/YFP iodide influx fluorescence, ionomycin; normalized B-score (activity score, 25-100; higher = stronger inhibition) at 10 µM; 310,000 compounds, 1.2% hits;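 active = ratio plate-corrected score three or more library SD toward inhibition, starting fluorescence score within five deviations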;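 also: score derived from kinetic fluorescence span divided by baseline fluorescence per well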
TRPC6 inh = mouse TRPC6 channel inhibition | Q61143 | HEK293-TRPC6, membrane potential dye, ACh-evoked depolarization; active compounds read low | B-score at 10 µM | 310,000 compounds, 1.1% hits | AID 2553;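 active = B-score under library mean minus 3 SD, initial fluorescence not abnormally high, positive integrated signal ratio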;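 also: B-score derived from integrated fluorescence ratio over the kinetic read; more negative B-score means stronger inhibition of depolarization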
TRPC6 activator = mouse TRPC6 channel activation. HEK293-TRPC6 membrane potential dye fluorescence; active compounds read high. 310,000 compounds, 0.13% hits. B-score at 10 µM;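 active = B-score of the integrated fluorescence ratio above library mean plus 3 SD, and starting fluorescence ratio within library mean plus 5 SD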;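 also: higher score means more depolarization so channel activation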
ANO1 activ = activators or potentiators of mouse TMEM16A chloride channel; HEK293 TMEM16A/YFP-H148Q/I152L, iodide quench fluorescence; active compounds read low; 340,000 compounds, 0.3% hits; B-score at 10 µM; Q8BHY3;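 active = fluorescence-ratio B-score plate-corrected deviation score at least 3 library SD below zero, with starting fluorescence score within 5 deviations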;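 also: channel opened by trigger with iodide after compound preincubation; score built on the fluorescence ratio of max minus min over baseline; more negative score means more quench and so TMEM16A activation or potentiation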
MrgX1 allo act = human MrgX1 positive allosteric modulation, primary screen. Q96LB2. MrgX1-HEK293, Fluo-4 calcium flux, FDSS; active compounds read high. B-score at 10 µM. 310,000 compounds, 0.63% hits;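 active = plate-corrected calcium response at least 3 library SD above typical, normal starting fluorescence, not activating the receptor alone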;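 also: compound read alongside a low EC10 to EC30 dose of BAM8-22 agonist; peak minus trough fluorescence over baseline measured at the second addition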
MrgX1 antag = human MrgX1 receptor antagonism, primary screen | MRGX1-HEK293 calcium flux, Fluo-4, BAM8-22 antagonism; active compounds read low | B-score at 10 µM | 310,000 compounds, 1.3% hits | AID 588676;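 active = calcium-response B-score plate-corrected more than 3 library SD below zero, starting fluorescence within 5 deviations, no agonist response on first addition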;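 also: peak minus trough fluorescence over baseline after final BAM8-22 challenge near maximal dose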
SKKanGAS inh = SKKanGAS growth inhibition; S. pyogenes SKKanGAS, kanamycin growth, BacTiter-Glo, 6 h; inhibition, % at 7.5 µM; 300,000 compounds, 1.3% hits; AID 1662;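 active = mean replicate score, as percent of positive control median, at least 50; inconclusive = mean below 50 but one replicate at or above 50; inactive = mean and every replicate below 50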;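 also: strain carries kanamycin resistance gene driven by streptokinase promoter and grows in 40 µg/ml kanamycin; loss of luminescence reflects streptokinase promoter inhibition or plain growth inhibition; 0% = median of DMSO wells and 100% = positive control at its reference dose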
RGS4 pot = potentiators or activators of RGS4. HEK293 M3R/inducible RGS4, carbachol calcium flux Fluo4; active compounds read low. AID 463111. B-score at 10 µM. 310,000 compounds, 0.92% hits;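 active = B-score of the integrated calcium signal more than 4 SD below the library mean, with starting fluorescence not abnormally high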;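 also: negative B-score means reduced calcium response which marks RGS4 activation or potentiation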
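System: HEK293 FlpIn-TREx cells, stable M3R, doxycycline-inducible RGS4. Timing: overnight RGS4 induction, 30 min dye load 37 °C, 20 min compound RT. Also added: carbachol, ECmax concentration. Measured by: Fluo4 fluorescence kinetic imaging of calcium. Evaluation: integrated calcium ratio converted to B score.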
* marks the source's active call; other numbers are inactive results; i = inactive; ? = inconclusive; nt = not tested or not shown.

SMILES	HDAC3 inh	RGS4 inh	MrgX1 agonist	TMEM16A inh	TRPC6 inh	TRPC6 activator	ANO1 activ	MrgX1 allo act	MrgX1 antag	SKKanGAS inh	RGS4 pot
COc1ccc(C2(NC(C)=O)CCN(C(=O)CCC(=O)O)CC2)cc1	-2.2	i	i	i	i	i	i	i	i	5.0	i
COc1cccc(CNC(=O)C2Cc3ccccc3CN2C(C)=O)c1 (centres undefined)	0.6	i	i	i	i	i	i	i	i	1.0	i
COc1cccc(CNC(=O)CSC(=S)N2CCCC2)c1	2.3	i	i	i	i	i	i	i	i	-5.2	i
COc1ccc(C(=O)c2ccc(N3CCN(C4CC(=O)NC4=O)CC3)cc2)cc1F (centres undefined)	7.5	i	i	i	i	i	i	i	i	73.2*	i
COc1ccccc1NC(=O)Cn1ccn(-c2cccc3ccccc23)c(=O)c1=O	5.9	i	i	i	i	i	i	i	i	1.6	i
CCCC(C(=O)Nc1ccc2c(C)cc(=O)oc2c1)c1ccccc1 (centres undefined)	-2.0	i	i	i	i	i	i	i	i	1.4	i
CCN(CC)C(=O)Cn1cc(C(=O)C(=O)NCc2cccnc2)c2ccccc21	-1.5	i	i	i	i	i	i	i	i	0.0	i
O=C(CO/N=C/c1ccc(Cl)cc1Cl)NNC(=O)c1ccc(Cl)cc1Cl	2.4	i	i	i	i	i	i	i	i	-8.1	i
COCCn1c(=NC(=O)CSCC(=O)NC2CCCCC2)sc2cc(OC)ccc21	3.1	nt	i	i	nt	nt	i	i	i	nt	nt
O=C(c1nn2c(C(F)(F)F)cc(-c3ccccc3)nc2c1Cl)N1CCOCC1	-2.0	i	i	i	i	i	i	i	i	-1.4	i
CCN1CCN(C(=O)c2cc3nc(-c4ccccc4)cc(C(F)(F)F)n3n2)CC1	1.0	i	i	i	i	i	i	i	i	-9.2	i
Cc1cnc(C(=O)OCC(=O)c2ccc(F)cc2)cn1	-7.0	i	i	i	i	i	i	i	i	-11.0	i
CCN(CC(=O)Nc1ccc2c(c1)CCC2)Cc1nc2ccccc2c(=O)[nH]1	0.0	i	i	i	i	i	i	i	i	-7.7	i
CCCn1c(SCC(=O)NC2CCCCC2)nnc1-c1ccccn1	-5.8	i	i	i	i	i	i	i	i	1.0	i
COC(=O)c1sc(N)c(C(=O)OC)c1COC(=O)C1CC(=O)N(Cc2ccco2)C1 (centres undefined)	-0.1	i	i	i	i	i	i	i	i	7.1	i
CN1C(=O)C(=O)/C(=C(/O)c2ccccc2)C1c1ccccc1 (centres undefined)	3.0	i	i	i	i	i	i	i	i	0.3	i
COc1ccc(S(=O)(=O)NNC(=O)C23CC4CC(CC(C4)C2)C3)cc1[N+](=O)[O-]	-8.9	i	i	i	i	i	i	i	i	-1.9	i
Cc1cc(C)c(CN2CCC(CO)(CCOc3ccccc3)CC2)cc1C	1.7	i	i	i	i	i	i	i	i	-7.2	i
COCCNCC(=O)NC12CC3CC(CC(C3)C1)C2	1.0	i	i	i	i	i	i	i	i	10.5	i
Cc1nc2cc(NC(=O)c3ccc(Br)s3)ccc2s1	nt	i	i	i	i	i	i	i	i	-4.4	i
COc1ccc(S(=O)(=O)NCc2cccnc2)cc1OC	-0.7	i	i	i	i	i	i	i	i	-0.6	i
COC(=O)c1ccc(NS(=O)(=O)c2ccc(Cl)cc2)o1	1.3	i	i	i	i	i	i	22*	i	-0.1	i
COC1=CC(=O)CC(C)C12Oc1cc(OC)cc(OC)c1C2=O (centres undefined)	-5.1	i	i	i	i	i	i	i	-5.91*	2.7	i
CCC(C)(C)n1nnnc1C(c1cc2ccc(OC)cc2[nH]c1=O)N1CCc2ccccc2C1 (centres undefined)	7.8	i	i	i	i	i	i	i	i	-0.6	i
O=[N+]([O-])c1ccc(N2CCCCC2)cc1	5.7	i	i	i	i	i	i	i	i	2.5	i
COc1cc(NC(=O)C2CC(c3c(F)cccc3Cl)=NO2)c(OC)cc1Cl (centres undefined)	5.2	i	i	i	i	i	i	i	i	31.3	i
O=C(Nc1ccccc1)C1CC2CCC1C2 (centres undefined)	3.7	i	i	i	i	i	i	i	i	0.2	i
COc1ccc(OC)c(CNC(=O)CCNC(=O)Cn2ccc3ccccc3c2=O)c1	3.9	i	i	i	i	i	i	i	i	3.8	i
COCCCNC(=O)C(Cc1ccccc1)NS(=O)(=O)c1ccc2c(c1)c(=O)n(C)c(=O)n2C (centres undefined)	?	i	i	i	i	i	i	i	i	-1.7	i
O=C(NCc1ccc(OC(F)(F)F)cc1)C1CC(c2ccc(C(F)(F)F)cc2)=NO1 (centres undefined)	15.0	i	i	i	i	i	i	i	i	-2.3	i
COCCNC(=O)c1ccc2c(Cl)c3c(nc2c1)CCC3	2.5	i	i	i	i	i	i	i	i	-5.7	i
O=C(NC(=S)N1CCCC1)c1ccccc1Cl	-0.5	i	i	i	i	i	i	i	i	-2.3	i
Cc1ccc(SCc2nc3ccccc3[nH]2)cc1	-2.7	i	i	i	i	i	i	i	i	-0.4	i
O=C(COC(=O)c1ccc(S(=O)(=O)NCc2ccco2)cc1)NCC1CCCCC1	3.5	i	i	i	i	i	i	i	i	0.5	i
Cn1c(=O)oc2cc(S(=O)(=O)N3CCc4ccccc4C3)ccc21	5.4	nt	i	i	nt	nt	i	i	i	nt	nt
O=c1c2c(nc(NCCO)n1CC1CCCCC1)-c1ccccc1CC21CCCC1	-32.6	i	i	i	i	i	i	i	i	86.5*	i
COc1cc(C(NC(C)=O)NC(C)=O)ccc1OCc1ccccc1	0.4	i	i	i	i	i	i	i	i	-20.1	i
CCN1/C(=C/C=C/c2oc3ccc(-c4ccccc4)cc3[n+]2CC)Oc2ccc(-c3ccccc3)cc21	0.8	i	i	i	i	i	i	i	i	92.6*	i
O=C1C2C3C=CC(O3)C2C(=O)N1CC(O)c1ccccc1 (centres undefined)	-2.7	i	i	i	i	i	i	i	i	-3.2	i
COc1ccc(CC(=O)O/N=C(\N)c2ccccn2)cc1	-0.4	i	i	i	i	i	i	i	i	47.5	i
COC(=O)C1=C(C)N(CC(C)C)C(=O)/C1=C\c1cccs1	-1.3	i	i	i	i	i	i	i	i	5.7	i
CC1=C(C#N)CCC(=O)N1Cc1c(C)cc(C)cc1C	4.3	i	i	i	i	i	i	i	i	3.5	i
CN=C(Nc1ccc(C(=O)OC)s1)c1ccc(Cl)cc1	2.3	i	i	i	i	i	i	i	i	nt	i
COc1ccccc1C(=O)Nc1ccnn1C1CCN(Cc2ccc3nonc3c2)CC1	1.0	i	i	i	i	i	i	i	i	-0.3	i
Cc1c(NC(=O)C(C)N2C(=O)C3C4C=CC(C4)C3C2=O)c(=O)n(-c2ccccc2)n1C (centres undefined)	-0.6	i	i	i	i	i	i	i	i	-2.1	i
CCN1/C(=C(\O)c2ccccc2)C(=O)c2ccccc2S1(=O)=O	5.0	i	i	i	i	i	i	i	i	7.3	i
CC(C)CN(C(=O)C(C)N1C(=O)c2ccccc2C1=O)c1c(N)n(Cc2ccccc2)c(=O)[nH]c1=O (centres undefined)	13.4	i	i	i	i	i	i	i	i	0.7	i
CC(=O)N1CCN(c2ccc(NC(=O)c3ccc([N+](=O)[O-])cc3Cl)cc2)CC1	3.6	i	i	i	i	i	i	i	i	2.5	i
CCc1ccc(C(C)NC(=O)c2ccc3c(c2)OCO3)cc1 (centres undefined)	0.6	i	i	i	i	i	i	i	i	36.2	i
C1=C(C(c2nnnn2C2CCCCC2)N2CCCCC2)COc2ccccc21 (centres undefined)	?	i	i	i	i	i	i	i	i	-1.0	i

The listing continues.
SMILES	HDAC3 inh	RGS4 inh	MrgX1 agonist	TMEM16A inh	TRPC6 inh	TRPC6 activator	ANO1 activ	MrgX1 allo act	MrgX1 antag	SKKanGAS inh	RGS4 pot
CCOc1ccc(CCNC(=O)COc2cc(=O)n(C)c3ccccc23)cc1OCC	1.8	i	i	i	i	i	i	i	i	-24.3	i
CCn1c(CN2CCN(c3cccc(C)c3C)CC2)n[nH]c1=S	0.2	i	i	i	i	i	i	i	i	10.0	i
O=C(O)c1nn(Cc2csc(-c3ccccc3)n2)c(=O)c2ccccc12	1.0	i	i	i	i	i	i	i	i	-6.3	i
O=C(O)c1cccc(S(=O)(=O)Nc2cccc3ccccc23)c1	-0.4	i	i	i	i	i	i	i	i	2.7	i
CC(C)C(=O)NCCc1nc(-c2ccc(Cl)cc2)no1	-7.5	i	i	i	i	i	i	i	i	-5.2	i
C/C(CC(=O)NC(C)(C)C)=N\NC(=O)c1ccccc1N	-3.5	i	i	i	i	i	i	i	i	3.4	i
O=C(CN(Cc1ccc(Cl)cc1)C(=O)c1csnn1)NCc1ccc(F)cc1	6.7	i	i	i	i	i	i	i	i	18.6	i
COc1cccc(CN(C)CC(=O)Nc2c(C)cccc2C(C)C)c1	4.5	i	i	i	i	i	i	i	i	-0.4	i
Cc1occc1C(=O)N/N=C/c1ccccn1	-5.1	i	i	i	i	i	i	i	i	-4.3	i
CC(=O)c1cc(F)c(N2CCN(C(=O)Cc3ccccc3)CC2)cc1C	0.5	i	i	i	i	i	i	i	i	-3.0	i
C=CCc1cccc2cc(C(=O)Nc3ccc(NC(C)=O)cc3)c(=O)oc12	-0.3	i	i	i	i	i	i	i	i	1.6	i
O=C(COC(=O)Cc1c(Cl)cccc1Cl)Nc1ccc2[nH]c(=O)[nH]c2c1	4.9	i	i	i	i	i	i	i	i	-8.1	i
C#CCOCCOCCOCCNc1nc(N2CCN(C(=O)[C@H](CCC(=O)O)n3cc(C(N)CO)nn3)CC2)nc(N2CCN(C(=O)[C@H](Cc3cc4ccccc4[nH]3)n3cc(C(N)[C@H](C)CC)nn3)CC2)n1 (some centres undefined)	-0.2	i	i	i	i	i	i	i	i	5.0	i
CCOC(=O)C/C(N)=N/NC(=O)c1ccc(Cl)cc1Cl	-0.9	i	i	i	i	i	i	i	i	-1.7	i
CC(C)(C)c1ccc(OCCNC(=S)NC(=O)c2cccnc2)cc1	-10.6	i	i	i	i	i	i	i	i	3.5	i
CC1CN(C(=O)CCC(=O)N2CCN(c3cccc(C(F)(F)F)c3)CC2)c2ccccc2O1 (centres undefined)	1.0	i	i	25*	i	i	i	i	i	1.1	i
COc1ccc(CN2CCN(C(=O)CC(C)C)CC2)c(OC)c1OC	-0.4	i	i	i	i	i	i	i	i	-7.2	i
CCOC(=O)CN(C(=O)CN1CCOCC1)c1ccc(Br)cc1	?	i	i	i	i	i	i	i	i	-3.3	i
CC1=C(C(=O)OC(C)C)C(c2cccnc2)C2=C(CC(C)(C)CC2=O)N1 (centres undefined)	-21.2	i	i	i	i	i	i	i	i	4.5	i
